AmpC inh det = AmpC beta-lactamase inhibition, detergent assay; actives 0.09% (n = 71,000); Potency, µM (doses to about 28.7 µM), inactives show top-dose activity change, negative = inhibition; P00811; purified AmpC, nitrocefin hydrolysis with detergent; active = well fitted curve in the direction sought with a large enough effect
Target sequence (P00811 whole entry, looked up): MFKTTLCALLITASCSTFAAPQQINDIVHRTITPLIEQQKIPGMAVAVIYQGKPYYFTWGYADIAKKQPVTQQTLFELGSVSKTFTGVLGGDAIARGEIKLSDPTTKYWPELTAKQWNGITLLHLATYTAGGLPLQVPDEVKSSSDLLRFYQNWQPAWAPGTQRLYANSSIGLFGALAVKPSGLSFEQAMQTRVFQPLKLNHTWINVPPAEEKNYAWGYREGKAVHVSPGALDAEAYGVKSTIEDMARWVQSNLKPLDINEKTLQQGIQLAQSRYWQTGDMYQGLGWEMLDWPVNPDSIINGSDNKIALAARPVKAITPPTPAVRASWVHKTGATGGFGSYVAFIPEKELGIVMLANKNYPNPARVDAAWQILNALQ
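E. coli AmpC (5.3 nM) in 20 mM phosphate pH 7.0 with 0.01% Triton X-100, preincubated 15 min RT with compound; nitrocefin (2 uL of 800 uM stock) hydrolysis followed by 480 nm absorbance every 20 s over 4 min.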
* marks the source's active call; other numbers are inactive results; [ ] = remark or other dose. % is scaled to controls: 0 for no effect and ±100 for the full control effect; potency is read from the fitted curve at half-maximal effect. An excerpt, so the mix of outcomes need not match the whole.

What do the screens show for `CCOC(=O)C1CCN(S(=O)(=O)c2cccc(-c3cn4cccnc4n3)c2)CC1`?
AmpC inh det: -1.8%

What do the screens show for `COC(=O)C1(Cc2ccccc2)C=C2C(=C(c3ccccc3)C(=O)C2C)CN1` (configuration not stated)?
AmpC inh det: -2.7%

What do the screens show for `CCCc1nnc(NC(=O)CCC(=O)O)s1`?
AmpC inh det: 10.2%

Results for COC(=O)Cc1cc(=O)n2[nH]c(C)nc2n1 ?
AmpC inh det: -1.3%

What do the screens show for `COc1ccccc1-c1cc(C(=O)NCc2ccco2)no1`?
AmpC inh det: -7.5%

What do the screens show for `CCOC(=O)C(Sc1nnc2c3ccccc3n(CC)c2n1)C(=O)OCC`?
AmpC inh det: -6.2%

How did COc1ccc(NC(=O)CCC2COc3ccccc3O2)c(OC)c1 (configuration not stated) do in these assays?
AmpC inh det: -6.2%

How did CC1(C)CC(=O)C(C=NCCCN2CCCC2=O)=C(O)C1 do in these assays?
AmpC inh det: 3.7%

What do the screens show for `O=C(c1cccc(F)c1)N1CCC[C@@]2(CCN(c3cccc(-c4ccccc4)c3)C2)C1`?
AmpC inh det: -0.7%

How did Cc1cccc(NC(=O)C2CCN(S(=O)(=O)c3cccc4nsnc34)CC2)n1 do in these assays?
AmpC inh det: -0.3%

A stretch from the list above, for reference:
What do the screens show for `CCOC(=O)C1CCN(S(=O)(=O)c2cccc(-c3cn4cccnc4n3)c2)CC1`?
AmpC inh det: -1.8%

What do the screens show for `COC(=O)C1(Cc2ccccc2)C=C2C(=C(c3ccccc3)C(=O)C2C)CN1` (configuration not stated)?
AmpC inh det: -2.7%

What do the screens show for `CCCc1nnc(NC(=O)CCC(=O)O)s1`?
AmpC inh det: 10.2%

Results for COC(=O)Cc1cc(=O)n2[nH]c(C)nc2n1 ?
AmpC inh det: -1.3%

(more compounds)
Results for O=C(CN1CCN(CC(=O)Nc2ccccc2Cl)CC1)Nc1ccc2c(c1)OCCO2 ?
AmpC inh det: -5.1%

Results for Clc1ccccc1-c1nccc(NCc2cccs2)n1 ?
AmpC inh det: -0.4%

How did O=C(COc1ccc(Cl)cc1Cl)Nc1nc2n(n1)C(c1ccccc1)CC(=O)N2 (configuration not stated) do in these assays?
AmpC inh det: 11.8%

How did Cc1cc(C)c(NC(=O)CN2C(=O)NC3(CCCCC3)C2=O)c(C)c1 do in these assays?
AmpC inh det: -4.4%

How did COc1ccc(-n2c(=O)c3c4c(sc3n3c(C)nnc23)CCCC4)cc1 do in these assays?
AmpC inh det: 6.8%

What do the screens show for `CCOCCn1c(CN2CCC(C)CC2)nc2c1c(=O)n(C)c(=O)n2C`?
AmpC inh det: 8.2%

How did CC(=O)c1c(C)n([O-])c2cc(C)ccc2[n+]1=O do in these assays?
AmpC inh det: -1.7%

What do the screens show for `CCOc1ccc(-n2c(SCC(=O)NC(C)CC)nc3n[nH]c(C)c3c2=N)cc1` (configuration not stated)?
AmpC inh det: 18.3%

How did COCCCNC(=O)c1ccc(C(=O)NCCCOC)cc1 do in these assays?
AmpC inh det: 0.4%

How did O=C(c1ccco1)N1CCN(C2=NS(=O)(=O)c3ccccc32)CC1 do in these assays?
AmpC inh det: 5.7%

Results for C#CCOC(=O)CCC(=O)Nc1cc(OC)nc(OC)n1 ?
AmpC inh det: -1.8%

Results for C[C@@H](N)[C@@H](C)Cc1ccccc1 ?
AmpC inh det: 3.2%[5.75 µM]

Results for CC(=O)Nc1ccc(S(=O)(=O)N2CCC(c3nc4ccc(C)cc4[nH]3)CC2)cc1 ?
AmpC inh det: 9.5%

Results for COc1cccc(NC(=O)Cc2ccccc2)c1 ?
AmpC inh det: -2.5%

Results for CN(C(=O)CN1C(=O)c2ccccc2S1(=O)=O)c1ccccc1C(=O)O ?
AmpC inh det: -1.8%

Results for N#CCCn1cc(/C=N/O)c(-c2ccc(-c3ccccc3)cc2)n1 ?
AmpC inh det: 3.1%

How did CCn1c(SCC(=O)Nc2ccc(Cl)cc2)nnc1C1CC1 do in these assays?
AmpC inh det: 13.3%

How did O=C(NC(NC1CCS(=O)(=O)C1)C(=O)c1ccccc1)c1ccc(Cl)cc1 (configuration not stated) do in these assays?
AmpC inh det: 9.6%

Results for S=C(c1ccc2c(c1)OCO2)N1CCCC1 ?
AmpC inh det: 1.5%

How did O=C1C2C3C=CC(CO)(O3)C2C(=O)N1c1ccccc1-c1ccccc1 (configuration not stated) do in these assays?
AmpC inh det: -0.6%

Some of these compounds in order of formula weight, low to high:
Results for C[C@@H](N)[C@@H](C)Cc1ccccc1 ?
AmpC inh det: 3.2%[5.75 µM]

Results for C#CCOC(=O)CCC(=O)Nc1cc(OC)nc(OC)n1 ?
AmpC inh det: -1.8%

Results for N#CCCn1cc(/C=N/O)c(-c2ccc(-c3ccccc3)cc2)n1 ?
AmpC inh det: 3.1%

By substructure: the entries above containing a thiophene ring, fused or not
Results for Clc1ccccc1-c1nccc(NCc2cccs2)n1 ?
AmpC inh det: -0.4%

How did COc1ccc(-n2c(=O)c3c4c(sc3n3c(C)nnc23)CCCC4)cc1 do in these assays?
AmpC inh det: 6.8%

Further records:
How did COCCn1nnnc1C(C(C)C)N(Cc1cccnc1)Cc1ccccc1Cl (configuration not stated) do in these assays?
AmpC inh det: 1.0%

What do the screens show for `CCn1c(SCC(=O)Nc2nc(-c3ccccc3)cs2)nnc1-c1ccccc1O`?
AmpC inh det: -7.1%

What do the screens show for `S=C(c1ccc(-c2ccc(Cl)c(Cl)c2)o1)N1CCOCC1`?
AmpC inh det: 6.3%

Results for COc1cccc(C2NC(=O)c3ccccc3O2)c1OC (configuration not stated) ?
AmpC inh det: -3.8%

How did CCn1c2ccccc2c2cc(N)ccc21 do in these assays?
AmpC inh det: -4.5%

Results for CCn1c(Cc2ccccc2)nnc1SCC(=O)Nc1ccc(S(N)(=O)=O)cc1 ?
AmpC inh det: -1.4%

How did CCN(C(=O)c1ccco1)c1nc(CC(=O)Nc2ccc(Cl)cc2)cs1 do in these assays?
AmpC inh det: 4.3%

What do the screens show for `COc1ccc2c(Cl)c(C(=O)NCCCn3ccnc3)sc2c1`?
AmpC inh det: -2.0%

How did CCN(CC)c1nc(SCC(=O)O)nc(N(CC)CC)n1 do in these assays?
AmpC inh det: -4.7%

How did Cc1nc2cnc(N3CCN(C)CC3)nc2n(-c2ccccc2)c1=O do in these assays?
AmpC inh det: -0.1%

What do the screens show for `COC(=O)C1C(=O)C2=C(CC1C)NC(C)=C(C(=O)OC(C)C)C2c1ccc(OC)c(O)c1` (configuration not stated)?
AmpC inh det: -7.4%

What do the screens show for `CCCS(=O)(=O)N1CCC(C(=O)NCCCN(C)Cc2ccccc2)CC1`?
AmpC inh det: -2.7%

Results for COc1ccc(CCNC(=O)CCN2C(=O)C(C)Oc3ccc(C)cc32)cc1OC (configuration not stated) ?
AmpC inh det: -4.4%

What do the screens show for `COc1cccc(NC(=O)c2cccs2)c1`?
AmpC inh det: -1.4%

What do the screens show for `COc1ccccc1C(=O)n1nc(-c2ccccc2)nc1NCc1ccco1`?
AmpC inh det: 1.4%

How did COc1ccc(Cn2c(=O)sc3ccccc32)cc1 do in these assays?
AmpC inh det: 7.6%

Results for CCCC(C(=O)NC1CCCC1)N(Cc1cccs1)C(=O)c1snc(C(N)=O)c1N (configuration not stated) ?
AmpC inh det: 7.5%

How did CCOC(=O)N1CCN(C(=O)c2cccc(-n3c(=S)[nH]c4cc(Cl)ccc4c3=O)c2)CC1 do in these assays?
AmpC inh det: 8.1%

What do the screens show for `CN(C)c1ncc2nc(-c3cccc(C#N)c3)c(=O)n(C)c2n1`?
AmpC inh det: -1.9%

How did COc1ccc(NC(=O)Nc2cc(C)ccc2OC(F)F)c(OC)c1 do in these assays?
AmpC inh det: -1.5%

How did CCOc1ccc2nc(SCC(=O)N3CCCCCC3)c(C#N)cc2c1 do in these assays?
AmpC inh det: 8.8%

What do the screens show for `O=C(NCc1cccnc1)NC1CCCCC1`?
AmpC inh det: 13.8%

What do the screens show for `COc1ccc(C2C(C(=O)N3CCN(c4ccccn4)CC3)CC(=O)N2c2ccc(OC)cc2)cc1` (configuration not stated)?
AmpC inh det: -4.4%

What do the screens show for `O=C(c1ccccc1C(=O)N1CCN(c2ccccc2F)CC1)N1CCN(c2ccccc2F)CC1`?
AmpC inh det: -0.7%

How did CCOc1ccccc1NC(=O)CCS(=O)(=O)c1cccc2nonc12 do in these assays?
AmpC inh det: 9.4%

How did CC(C)CCNC(=O)c1ccc2c(c1)N(Cc1ccccc1)C(=O)CS2=O (configuration not stated) do in these assays?
AmpC inh det: 3.4%

How did Cc1ccc([N+](=O)[O-])c(N)c1 do in these assays?
AmpC inh det: 11.6%

Results for COC(=O)c1ccccc1NC(=O)N1CSC[C@H]1C(=O)OC ?
AmpC inh det: -0.3%

What do the screens show for `CCOc1ccccc1O[C@@H](c1ccccc1)[C@@H]1CNCCO1`?
AmpC inh det: 0.8%

What do the screens show for `CCOC(=O)c1ccccc1NC(=O)COC(=O)c1ccc(C)c(S(=O)(=O)N2CCOCC2)c1`?
AmpC inh det: -3.5%

How did O=C(CCSc1ccccc1)NCCSc1ccccn1 do in these assays?
AmpC inh det: 9.1%

What do the screens show for `Cc1ccc2[nH]c(=O)c(CN(Cc3ccco3)C(=O)c3cccs3)cc2c1`?
AmpC inh det: -3.4%

What do the screens show for `CCc1c(C)c2cc(Cl)c(O)c(CN(C)C)c2oc1=O`?
AmpC inh det: -5.6%

What do the screens show for `CCOc1ncccc1C(=O)NCC1COc2ccccc2O1` (configuration not stated)?
AmpC inh det: -1.7%

How did Cc1cc(-c2nnco2)c(C)n1-c1ccc(F)cc1 do in these assays?
AmpC inh det: -2.5%

What do the screens show for `O=C(CCn1nc(-c2ccccc2)ccc1=O)N1CCN(c2ccccn2)CC1`?
AmpC inh det: 7.1%

How did CN(c1nc2c(c(=O)n(C)c(=O)n2C)n1CC(=O)c1ccccc1)C1CCCCC1 do in these assays?
AmpC inh det: -1.8%

What do the screens show for `C[C@@H]1O[C@H](O[C@@H]2[C@H](C)O[C@H](O[C@@H]3[C@H](C)O[C@H](O[C@H]4CC[C@]5(C)[C@@H](CC[C@@H]6[C@H]5C[C@@H](O)[C@]5(C)[C@@H](C7=CC(=O)OC7)CC[C@]65O)C4)C[C@@H]3O)C[C@@H]2O)C[C@H](O)[C@@H]1O`?
AmpC inh det: 0.9%[12.8 µM]

How did CCCCN1C(=O)C2C(c3ccc(OC)cc3O)NC(CC(C)C)(C(=O)O)C2C1=O (configuration not stated) do in these assays?
AmpC inh det: 16.6%

How did CN(C(=O)c1ccccn1)c1nnc(-c2cccnc2)s1 do in these assays?
AmpC inh det: 12.6%

How did CC(C)(C)n1nnnc1C(c1cccnc1)N1CCN(C2CCCCC2)CC1 (configuration not stated) do in these assays?
AmpC inh det: 9.5%

What do the screens show for `CC1CCCN(c2nc3ccccc3nc2C(C#N)C(=O)OC2CCCCC2)C1` (configuration not stated)?
AmpC inh det: 1.2%

How did CCCNC(=O)c1c(N)n(Cc2ccc3c(c2)OCO3)c2nc3ccccc3nc12 do in these assays?
AmpC inh det: 4.4%

What do the screens show for `Oc1ccccc1C1Nc2cccc3cccc(c23)N1`?
AmpC inh det: 13.7%

How did Cc1ccc(N(CC(=O)N2CCN(C3CCCCC3)CC2)S(=O)(=O)c2cccnc2)cc1 do in these assays?
AmpC inh det: 0.6%

Results for Cc1nc(N)nc(C)c1Cc1ccccc1 ?
AmpC inh det: -1.9%

What do the screens show for `CCN(CC)C(=O)C1CCCN(Cc2ccccc2F)C1` (configuration not stated)?
AmpC inh det: -2.2%

What do the screens show for `CC[C@H](CC[C@H](C)[C@@H]1CC[C@@H]2[C@H]3CC=C4C[C@@H](O)CC[C@]4(C)[C@H]3CC[C@]21C)C(C)C`?
AmpC inh det: -2.0%[12.8 µM]

Results for O=C(CSc1nnc2ccccn12)NC(=O)NC1CCCC1 ?
AmpC inh det: 0.1%

Results for CCn1cc(C(=O)NC2CCCCCC2)c2cc(OC)c(OC)cc2c1=O ?
AmpC inh det: 10.4%

Results for CCOC(=O)c1ccccc1NC(=O)CSc1nnc(COc2ccccc2C)n1C ?
AmpC inh det: 0.3%

Results for COc1ccc(N2CCN(C(c3cccs3)C(C)NS(=O)(=O)c3ccccc3)CC2)cc1 (configuration not stated) ?
AmpC inh det: -1.3%

How did Cc1ccc(C)c(OCC(=O)Nc2ccc3c(c2)OCO3)c1 do in these assays?
AmpC inh det: -2.9%

How did O=C(COc1ccc(-n2cnnn2)cc1)NC(=O)NCc1ccccc1 do in these assays?
AmpC inh det: -1.9%

How did COCCOC(=O)C1=C(C)N=C2SCCC(=O)N2C1c1cc(Br)ccc1OC (configuration not stated) do in these assays?
AmpC inh det: -5.4%

How did CN(C)c1ccc(-c2nnn(CC(=O)N3c4ccccc4CCc4ccccc43)n2)cc1 do in these assays?
AmpC inh det: 7.1%

What do the screens show for `COc1ccc(-c2csc(NCc3ccco3)n2)cc1C`?
AmpC inh det: 0.4%

How did NCC#Cc1ccccc1 do in these assays?
AmpC inh det: -2.3%

How did Cc1ccccc1-c1cncnc1N1CCNCC1 do in these assays?
AmpC inh det: 4.8%

How did Cc1ccc(/C(C#N)=C\c2cn(C)c3ccccc23)cc1 do in these assays?
AmpC inh det: -8.7%

How did O=c1nc2s/c(=C\c3ccco3)c(=O)n2nc1Cc1ccccc1 do in these assays?
AmpC inh det: -10.5%

Results for COc1ccc(CNC(=O)c2nnn(Cc3ccc(OC)cc3)c2N)cc1 ?
AmpC inh det: 12.1%

How did CCOC(=O)Nc1ccc(C(=O)NCC2CCCO2)cc1 (configuration not stated) do in these assays?
AmpC inh det: -1.8%

How did CN(Cc1ccccc1)C(=O)CN(C1CCCCC1)S(C)(=O)=O do in these assays?
AmpC inh det: -3.5%

How did CSc1ccccc1NS(=O)(=O)c1ccccc1 do in these assays?
AmpC inh det: -1.2%

Results for COc1ccc(-c2cc(C(=O)NCCN3CCOCC3)c3ccccc3n2)cc1 ?
AmpC inh det: -4.9%

What do the screens show for `Cc1nn(C)c(C)c1S(=O)(=O)N1CCCC(C(=O)NCCc2ccc(Cl)cc2)C1` (configuration not stated)?
AmpC inh det: 7.9%

How did Cc1nc2sc(C(c3cccs3)N3CCOCC3)c(O)n2n1 (configuration not stated) do in these assays?
AmpC inh det: 8.0%

Bioassay records as filed in PubChem.
